eIF4E 4G PPI: inhibitors of eIF4E and eIF4G interaction in translation initiation. P63073+Q04637. TR-FRET eIF4E-eIF4GI(517-606) binding, 2 h. inhibition, % at 21.7 µM. hit rate 0.37% among 220,000. AID 782;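 also: 0% = full FRET control wells and 100% = background wells lacking eIF4GI fragment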
p47phox inh: inhibitors of human p47phox binding; p47phox/p22phox peptide binding, fluorescence polarization, 2 h; inhibition, % at 24.7 µM; AID 1274; P14598; hit rate 0.53% among 220,000;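 also: 0% = p47phox with labelled peptide and 100% = labelled peptide alone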
Target sequence (P14598 whole entry, looked up): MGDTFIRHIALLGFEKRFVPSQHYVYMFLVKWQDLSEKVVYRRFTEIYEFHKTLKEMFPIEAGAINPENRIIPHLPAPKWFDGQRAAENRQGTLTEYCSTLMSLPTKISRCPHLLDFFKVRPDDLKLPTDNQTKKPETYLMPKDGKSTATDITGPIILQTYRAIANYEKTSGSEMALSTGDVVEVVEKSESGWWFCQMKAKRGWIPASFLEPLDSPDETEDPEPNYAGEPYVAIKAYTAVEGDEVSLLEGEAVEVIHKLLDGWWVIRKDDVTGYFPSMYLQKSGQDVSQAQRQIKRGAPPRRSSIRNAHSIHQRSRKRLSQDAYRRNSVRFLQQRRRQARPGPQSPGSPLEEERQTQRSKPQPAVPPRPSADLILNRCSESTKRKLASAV
14-3-3 Bad PPI: disrupts binding of bovine 14-3-3 zeta to phospho-Bad peptide; TR-FRET 14-3-3zeta/Dy647-pBad peptide displacement, 1 h; AID 781; inhibition, % at 21.7 µM; hit rate 0.71% among 220,000;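 active = inhibition above about 70%, limit read from the data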;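 also: 0% = full 14-3-3 plus peptide FRET controls and 100% = background without 14-3-3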
hK5 inh: blocks human kallikrein 5 protease activity; recombinant hK5, fluorogenic AMC substrate cleavage; hit rate 0.59% among 210,000; inhibition, % at 5 µM;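 active = inhibition of 40% or more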;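 also: 0% = enzyme controls without compound and 100% = no-enzyme blanks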
EBV gp42 block: EBV gp42 inhibition; Q1HVG2; Fluorescence polarization binding assay, mP read-out; inhibition, % (tested at 21.74 µM); hit rate 0.42% among 220,000; AID 1085; in the data active = inhibition above about 50%
Furin inhibitor: inhibitors of human furin; P09958; purified furin, fluorogenic substrate cleavage; inhibition, % at 30 µM; hit rate 0.061% among 220,000; AID 463115; in the data active = inhibition above about 25%; also: inactives centre near -15
Target sequence (P09958 108-714 limits assumed): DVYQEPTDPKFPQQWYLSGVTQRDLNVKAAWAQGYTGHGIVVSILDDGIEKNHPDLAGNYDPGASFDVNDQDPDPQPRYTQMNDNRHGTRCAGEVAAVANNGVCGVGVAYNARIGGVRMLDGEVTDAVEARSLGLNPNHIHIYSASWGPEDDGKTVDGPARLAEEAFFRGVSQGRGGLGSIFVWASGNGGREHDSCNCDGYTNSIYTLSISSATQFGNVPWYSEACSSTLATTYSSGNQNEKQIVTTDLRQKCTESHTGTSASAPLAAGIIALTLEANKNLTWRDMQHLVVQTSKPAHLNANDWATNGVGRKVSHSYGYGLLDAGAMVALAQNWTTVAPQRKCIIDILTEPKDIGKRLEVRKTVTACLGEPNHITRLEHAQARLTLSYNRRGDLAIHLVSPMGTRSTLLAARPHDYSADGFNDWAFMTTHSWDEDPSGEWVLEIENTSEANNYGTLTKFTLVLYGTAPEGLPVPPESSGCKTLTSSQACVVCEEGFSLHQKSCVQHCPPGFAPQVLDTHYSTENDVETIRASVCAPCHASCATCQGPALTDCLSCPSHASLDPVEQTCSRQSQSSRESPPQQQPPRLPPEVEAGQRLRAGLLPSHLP
Thrombin inh: blocks human thrombin protease activity. P00734. alpha-thrombin, Boc-VPR-AMC fluorogenic substrate cleavage. inhibition, % at 5 µM. hit rate 0.26% among 220,000;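 active = inhibition at or above 40%; inactive = inhibition below 40%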;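 also: 0% = enzyme with no compound and 100% = wells without enzyme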
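Test system: human alpha-thrombin protein / Dosing: one concentration per compound, 5 µM, with 0.2% DMSO / Medium: pH 7.5 Tris-saline with Tween 20 / Benchmarks: no-compound enzyme wells and no-enzyme blanks / Read-out basis: percent inhibition of thrombin substrate cleavage / Timing: reaction at room temperature / Measured by: fluorescence, ex 355 nm, em 460 nm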
Rad51 HR inh: Rad51 (human) homologous recombination inhibition. hit rate 0.085% among 200,000. AID 1385. inhibition, % at 10 µM. hRad51 DNA strand exchange, fluorescence dequenching. Q06609;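 active = inhibition above 40% at the single screening dose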;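 also: 0% = DMSO control wells and 100% = blanks with heterologous ssDNA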
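Test system: preformed human Rad51 ssDNA filaments; also added: Donor/quencher-labelled 47-bp dsDNA substrate; doses: 10 µM final, single point; times: 37 °C 15-min filament assembly, 30-min compound preincubation, 15-min exchange; detection: FRET fluorescence dequenching, excitation 485 nm, emission 520 nm; read-out basis: Fluorescence-based percent inhibition, control- and blank-normalised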
KCC2 mod: KCC2 (human) Cl- transport modulation. Q9H2X9. hit rate 2.2% among 190,000. KCC2 cells, thallium flux FluoZin-2 fluorescence. AID 1456. B-score of Tl+ flux slope (higher = more flux/activation; lower = inhibition) at 10 µM;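 active = thallium flux slope and its plate-corrected score both differing from the plate sample mean at a set confidence after two filtering rounds, in either direction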;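 also: slope of fluorescence scaled to starting intensity during 10 to 20 s after thallium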
* marks the source's active call; other numbers are inactive results; / = no result given; [ ] = another dose, or the depositor's remark.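 The calls were made as follows, unless noted: active = inhibition above about 30% (limit read from the data); inactive = the rest.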 No enrichment for hits, and some 4.7% of all compounds hit somewhere here.

item	mol	eIF4E 4G PPI	p47phox inh	14-3-3 Bad PPI	hK5 inh	EBV gp42 block	Furin inhibitor	Thrombin inh	Rad51 HR inh	KCC2 mod
1	Cc1ccccc1-c1nnc(SCC(=O)Nc2cccc(C)c2C)o1	-12[fluorescence artefact?]	-8	-7[fluorescence artefact?]	6	-11	-17	-1	-4	-4.8*
2	Cc1ccc(Cn2ccc(NC(=O)c3cc(C(C)C)on3)n2)cc1	5	-7	-8	-29	5	-8	-11	-2	-0.79
3	COc1ccc(-c2cn[nH]c2C)cc1OC	0	-15	-4	-5	3	-16	-3	12	1.5
4	CCNC(=S)NS(=O)(=O)c1ccc(F)cc1	3	-7	-12	-24	-15	-21	6	14	0.17
5	CCOc1c(Br)cc(C(N)=O)cc1OCc1ccccc1	-8	-16	6[fluorescence artefact?]	-14	-2	-16	-2	/	0.11
6	O=C(NC1CCCCC1)C(c1ccccc1)N1CCOCC1 (stereo unspecified)	4[fluorescence artefact?]	-7	-7[fluorescence artefact?]	-10	-13	-18	4	3	/
7	CN(C(=O)COC(=O)c1nc(Cl)c(Cl)c(Cl)c1Cl)C1CCS(=O)(=O)C1 (stereo unspecified)	3	-24	5	-5	-12	-10	2	22	0.92
8	Cc1cc2nc(N)sc2cc1[N+](=O)[O-]	-2[fluorescence artefact?]	9	-4	8	-3	-7	4	7	-0.026
9	Cc1ccc(C)c(/C(O)=C2\C(=O)C(=O)N(CCCn3ccnc3)C2c2ccncc2)c1 (stereo unspecified)	3	-8	38[fluorescence artefact?]	-9	10	16	5	0	0.12
10	CCn1c(Cc2ccccc2)nnc1SCc1ccc([N+](=O)[O-])cc1	0[fluorescence artefact?]	9	21[fluorescence artefact?]	-16	9	-21	-2	-7	-0.79
11	O=C(/C=C/c1cccc(F)c1)Nc1cc(S(=O)(=O)N2CCOCC2)ccc1N1CCCC1	9[fluorescence artefact?]	-13	-5[fluorescence artefact?]	-14	-7	-3	-7	6	0.042
12	CCCOc1ccc(S(=O)(=O)NCCN2CCOCC2)c2ccccc12	3	-5	-7	10	-18	-11[20 µM]	2	-2	/
13	CCCCNC(=O)CC1Nc2ccccc2NC1=O (stereo unspecified)	-4	-9	11	-1	7	-16	-1	5	-0.51
14	CN(C)CCNC=C(C(=O)Nc1ccc(Cl)cc1Cl)C(=O)Nc1ccc(Cl)cc1Cl	-11	-19	9	-24	-13	-18[20 µM]	-2	8	/
15	COC(=O)N/N=C/c1c[nH]c2ccccc12	3[fluorescence artefact?]	1	-13	-16	-6	-10	-2	1	-0.0011
16	C/C(CC(=O)NC(C)(C)C)=N\NC(=O)COc1ccc(C)cc1Br	-1	2	-16	-10	3	-5	-3	10	-1.4
17	Cc1cc(C(F)(F)F)nc(SCC(=O)NC2CC3CCC2C3)n1 (stereo unspecified)	-9[fluorescence artefact?]	-7	-13[fluorescence artefact?]	-19	0	-16[20 µM]	-7	2	-0.0031
18	Cc1cc(OCC(=O)Nc2cccc(S(=O)(=O)NC3=NCCCCC3)c2)ccc1Cl	-3	-14	-15	-4	-24	-16	-4	8	-0.37
19	Cc1cc(C)c(NC(=O)Cn2cc3c(n2)CCCC3)c(C)c1	-1	0	0[fluorescence artefact?]	-7	-4	-24	-3	-1	0.39
20	CC(=O)OC[C@H]1O[C@@H](O/N=C/[C@@H](C)[C@H](OCc2ccccc2)C(C)C)[C@H](OC(C)=O)[C@@H](OC(C)=O)[C@@H]1OC(C)=O	2	-4	-6	-4	-12	5	-5	/	0.35
21	CCC1Oc2ccc(C)cc2N(CC(=O)NCc2ccccc2OC)C1=O (stereo unspecified)	1	-12	4	5	-4	-18	1	-3	-2.6
22	Cc1cc(C)cc(N(CC(=O)Nc2c(C)n(C)n(-c3ccccc3)c2=O)S(C)(=O)=O)c1	-4	-6	12	-5	-23	-17	5	-10	/
23	O=C1c2cccc(OCC(=O)N3N=C(c4cccs4)CC3c3ccc(F)cc3)c2CCN1Cc1cccnc1 (stereo unspecified)	-2[fluorescence artefact?]	-10	-5	-6	-5	5	-5	-1	-1.6
24	OC(C#CCN1CCOCC1)(c1ccccc1)C1CCCCC1 (stereo unspecified)	-3	-17	4	-20	2	-22[20 µM]	2	1	-3.6
25	COc1cccc(-c2nc(C(N)=O)c3[nH]c(=O)n(-c4cccc(Cl)c4)c3n2)c1OC	7	-10	7[fluorescence artefact?]	-8	-4	-30	0	-2	-0.11
26	CC(=O)OCc1c(C(F)(F)F)nn(C)c1Oc1ccccc1	2	-20	-8	-7	-19	-4[20 µM]	4	3	1.7
27	Cc1ccc(C(=O)OCc2nnc(-c3ccc(Br)cc3)o2)cc1	3	-30	-17	1	10	-15	-12	18	-0.27
28	CCC(=O)c1ccc(N2CCN(C(=O)c3cc([N+](=O)[O-])ccc3N3CCN(C)CC3)CC2)c(F)c1	-2	8	-2	20	2	-13[20 µM]	-1	-3	/
29	CCN(CC)Cc1c[nH]c2c(C(=O)OC)cccc12	-1	-2	-2	-2	-11	-32	2	2	1.5
30	CCC/C(=N\NC(=O)CNC(=O)/C=C/c1ccco1)c1ccccc1	-4	-2	-9[fluorescence artefact?]	-6	6	-16	-7	/	0.3
31	O=[N+]([O-])c1ncn(C23CC4CC(CC(C4)C2)C3)n1	-4	-12	2	1	-8	-15	-5	/	-0.0085
32	C=CCOC(=O)C1=C(C)NC(=O)NC1/C=C/c1ccccc1OC (stereo unspecified)	-1	-5	28	-7	-3	-31	-1	6	0.56
33	COc1ccc(CCNC(=O)Cc2cccs2)cc1OC	2	-8	-16	5	-22	-32	-4	4	0.48
34	CC1(C)CC(=O)C(=Cc2cn(CCC#N)nc2-c2ccc(Cl)cc2)C(=O)C1	16	-2	0	-7	1	-15	-2	18	0.15
35	Cc1cccc(C)c1NC(=S)N/N=C/c1c(Cl)cccc1Cl	-2	3	-17	23	-3	-14	50*	-13	0.84
36	CC1CC(C)CN(C(=O)c2ccc3c(c2NCCO)C(=O)c2ccccc2C3=O)C1 (stereo unspecified)	6[fluorescence artefact?]	13	-20[fluorescence artefact?]	-8	31	-17[20 µM]	3	5	-1.5
37	COc1ccc(CCNC(=O)c2nnn(-c3cccc(C)c3)c2N)cc1OC	2	-2	2	-24	2	-14[20 µM]	-5	4	-0.67
38	Cc1nn(C)c(C)c1NC(=O)c1ccc(Cl)cc1	-4	-8	-7[fluorescence artefact?]	-8	-9	-17[20 µM]	-7	-5	/
39	O=C(O)c1cccnc1-c1ncccc1C(=O)O	2	8	7	1	-4	-12	-5	-6	/
40	COc1ccc(NC(=O)c2ccccc2CC[N+](=O)[O-])cc1	-1	-4	-4	-4	-20	-13	-10	-1	/
41	O=S(=O)(NCc1ccccc1)c1ccc(S(=O)(=O)N(Cc2cccs2)CC2CCCO2)cc1 (stereo unspecified)	-3[fluorescence artefact?]	-2	7[fluorescence artefact?]	6	-4	-13[20 µM]	0	0	/
42	Cc1cc(C)c2nc(C(F)(F)F)nc(N3CC(C)OC(C)C3)c2c1 (stereo unspecified)	5[fluorescence artefact?]	45*	23	-27	-12	3[20 µM]	-1	/	0.014
43	Cc1c(NC(=O)c2nn3c(C(F)(F)F)cc(-c4ccccc4)nc3c2Br)c(=O)n(-c2ccccc2)n1C	0[fluorescence artefact?]	-12	-11	-16	-6	-17	-4	8	-0.86
44	COc1ccc(/C=N/Nc2nc(=O)[nH]nc2C)cc1OC	-1	-3	-9	1	-11	4	0	/	0.24
45	COc1cc(C(=O)NCc2ccc(-n3cccc3)cc2)cc(OC)c1OC	2	-12	-14	-2	-14	-5	-3	-2	-1.3
46	Cc1cc(C(=O)N/N=C/c2cccc([N+](=O)[O-])c2)c(C)n1-c1ccccc1	-7	4	-34	-24	-6	-26	-3	4	-0.37
47	CC(=O)N1CCCC1(C(=O)O)c1ccccc1 (stereo unspecified)	-4	-5	1	3	-3	-27	-4	-6	0.014
48	O=c1cc(O)nc(SC23CC4CC(CC(C4)C2)C3)[nH]1	-4	-17	-3	-9	1	-28	-1	2	0.00055
49	O=C(Nc1ccccc1N1CCN(c2ccc(F)cc2)CC1)c1ccccc1	-2	-15	-3	-3	-19	-7[20 µM]	-1	0	-0.048
50	CC(=O)c1cccc(S(=O)(=O)NCCC(=O)O)c1	-2	-1	-7	-8	-8	-19	-6	3	-0.096

Full records, quoted from the list. Order of values: eIF4E 4G PPI | p47phox inh | 14-3-3 Bad PPI | hK5 inh | EBV gp42 block | Furin inhibitor | Thrombin inh | Rad51 HR inh | KCC2 mod
Entry for O=C(O)c1cccnc1-c1ncccc1C(=O)O = 2 | 8 | 7 | 1 | -4 | -12 | -5 | -6 | /
Entry for O=S(=O)(NCc1ccccc1)c1ccc(S(=O)(=O)N(Cc2cccs2)CC2CCCO2)cc1 (stereo unspecified) = -3[fluorescence artefact?] | -2 | 7[fluorescence artefact?] | 6 | -4 | -13[20 µM] | 0 | 0 | /

Next section:
item	mol	eIF4E 4G PPI	p47phox inh	14-3-3 Bad PPI	hK5 inh	EBV gp42 block	Furin inhibitor	Thrombin inh	Rad51 HR inh	KCC2 mod
51	O=C(Nc1cc(S(=O)(=O)N2CCOCC2)ccc1N1CCOCC1)c1cccc(S(=O)(=O)N2CCCCC2)c1	-14	-13	6	5	-16	-19	0	35	0.0037
52	Cc1cc(NC(=O)COc2ccc(N(C)S(=O)(=O)c3ccccc3)cc2)no1	6	-7	-9	-26	-11	-21	-3	-11	0.13
53	COc1ccc(-n2nc(C(=O)NCC(=O)NCC3CCCO3)c3ccccc3c2=O)cc1Cl (stereo unspecified)	8	-2	20	-7	-7	-12[20 µM]	1	-2	-0.16
54	COc1ccccc1NC1=CC(=O)CC(c2ccccc2)C1 (stereo unspecified)	8	-10	-17	-23	8	-16	-11	-7	-0.61
55	O=C1C2CC=CCC2C(=O)N1Nc1ccccc1 (stereo unspecified)	3	-6	-10	10	-1	-27	-1	21	-0.35
56	C=CCn1c(=NC(=O)c2cccs2)sc2cc(NC(C)=O)ccc21	-4	-6	13	-2	-8	-44	-6	/	-0.74
57	NC(=O)C1CC(O)CN1c1nc(CN2CCOCC2)nc2scc(-c3ccccc3)c12 (stereo unspecified)	9	-2	-5	-11	-23	-7	-14	-2	0.43
58	c1ccc(C2=Nn3c(nnc3-c3ccco3)SC2)cc1	-2	-7	-10	-16	-15	-15	2	14	-0.72
59	Clc1cccc(Nc2nc(-c3ccncc3)cs2)c1	-2	16	-4	4	19	-13	13	3	1.9

From PubChem
